# High-throughput results deposited in PubChem BioAssay by several laboratories.
# RPL19A TOR yeast: alters RPL19A-GFP fluorescence in TOR pathway yeast screen | S. cerevisiae RPL19A-GFP strain, flow cytometry, 3 h; stronger effect = lower value | percent response vs DMSO, % at 10 µM | hit rate 0.3% among 330,000;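 active means percent response vs DMSO below 50%; inconclusive means fewer than 70 events counted for the yeast strain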;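 further: median channel GFP fluorescence of the barcoded RPL19A-GFP strain; ratio of sample median GFP to plate DMSO average so 100% = DMSO; lower means less RPL19A-GFP as with rapamycin TOR inhibition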
# LAP4 TOR yeast: yeast TOR pathway LAP4-GFP modulation; S. cerevisiae LAP4-GFP multiplex, flow cytometry GFP, 3 h; median GFP as percent of DMSO wells; GFP response vs DMSO, % at 10 µM; hit rate 0.34% among 320,000; AID 2023;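 active means GFP response vs DMSO above a set limit, about the screen mean plus 3 SD, cut at about 150% in these data; inconclusive means under 70 cell events counted for the yeast strain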
# CIT2-GFP yeast: yeast TOR pathway CIT2-GFP modulation. S. cerevisiae CIT2-GFP strain, flow cytometry, 3 h; 100 means same as DMSO wells. GFP response vs DMSO, % at 10 µM. hit rate 0.065% among 320,000;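 active means GFP response relative to DMSO above a set limit, near the screen mean plus 3 SD, cut at about 150% in these data; inconclusive means Fewer than 70 cells measured for a yeast strain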;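 further: ratio of well median GFP fluorescence to mean of DMSO wells on the plate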
# CR mimetic SO: lowers age-related superoxide in aged yeast cells. superoxide response (% of plate mean), % at 10 µM. hit rate 0.18% among 330,000. S. cerevisiae aged cells, superoxide DHE fluorescence; stronger effect = lower value;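 active means superoxide response under a set limit, about three screen SD below normal, cut at about 65% in these data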;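 further: yeast aged for seven days with compound at 30 °C before DHE staining; 100% = average MFI of all compound-treated wells on the plate with controls excluded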
# MEP2-GFP yeast: yeast TOR pathway MEP2-GFP modulation; S. cerevisiae MEP2-GFP strain, flow cytometry GFP, 3 h; 100% = DMSO control level; GFP response vs DMSO, % at 10 µM; hit rate 0.51% among 330,000; AID 2016;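 active means GFP response versus DMSO above a set limit, roughly screen mean plus 3 SD, cut at about 180% in these data; inconclusive means fewer than 70 cells counted for a yeast strain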;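 further: median GFP fluorescence of the barcode-gated MEP2-GFP cells per well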
# Efflux pump inh: inhibitors of Candida antifungal efflux pumps expressed in yeast; inhibition, % at 10 µM; S. cerevisiae Candida pump triplex, Nile Red efflux; hit rate 0.44% among 330,000;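 active means plate passing quality check with inhibition over a set limit, or well fluorescence over plate mean plus 4 SD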;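 further: Nile Red retained in pooled yeast measured as flow cytometry median fluorescence; 0% = buffer negative control and 100% = Enniatin B positive control; higher means more Nile Red kept so more efflux inhibition; some compounds called inactive have numbers as strong as hits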
# AGP1-GFP MLPCN: modulators of TOR pathway AGP1-GFP in S. cerevisiae | S. cerevisiae AGP1-GFP multiplex flow cytometry, 3 h; GFP as percent of DMSO wells | GFP response vs DMSO, % at 10 µM | hit rate 0.02% among 320,000;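 active means GFP response relative to DMSO above a set limit, near screen average plus 3 SD, cut at about 150% in these data; inconclusive means fewer than 70 cells counted for the yeast strain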;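 further: median GFP channel fluorescence of the gated AGP1 strain per well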
# AHR activator: activators of human aryl hydrocarbon receptor. AHR-responsive luciferase reporter cells, luminescence. activation, % at 5 µM. hit rate 2.5% among 320,000. AID 2796; in the data active means activation above about 47%;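 further: 0% = vehicle wells and 100% = reference agonist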
# Target sequence (P35869 whole entry, looked up): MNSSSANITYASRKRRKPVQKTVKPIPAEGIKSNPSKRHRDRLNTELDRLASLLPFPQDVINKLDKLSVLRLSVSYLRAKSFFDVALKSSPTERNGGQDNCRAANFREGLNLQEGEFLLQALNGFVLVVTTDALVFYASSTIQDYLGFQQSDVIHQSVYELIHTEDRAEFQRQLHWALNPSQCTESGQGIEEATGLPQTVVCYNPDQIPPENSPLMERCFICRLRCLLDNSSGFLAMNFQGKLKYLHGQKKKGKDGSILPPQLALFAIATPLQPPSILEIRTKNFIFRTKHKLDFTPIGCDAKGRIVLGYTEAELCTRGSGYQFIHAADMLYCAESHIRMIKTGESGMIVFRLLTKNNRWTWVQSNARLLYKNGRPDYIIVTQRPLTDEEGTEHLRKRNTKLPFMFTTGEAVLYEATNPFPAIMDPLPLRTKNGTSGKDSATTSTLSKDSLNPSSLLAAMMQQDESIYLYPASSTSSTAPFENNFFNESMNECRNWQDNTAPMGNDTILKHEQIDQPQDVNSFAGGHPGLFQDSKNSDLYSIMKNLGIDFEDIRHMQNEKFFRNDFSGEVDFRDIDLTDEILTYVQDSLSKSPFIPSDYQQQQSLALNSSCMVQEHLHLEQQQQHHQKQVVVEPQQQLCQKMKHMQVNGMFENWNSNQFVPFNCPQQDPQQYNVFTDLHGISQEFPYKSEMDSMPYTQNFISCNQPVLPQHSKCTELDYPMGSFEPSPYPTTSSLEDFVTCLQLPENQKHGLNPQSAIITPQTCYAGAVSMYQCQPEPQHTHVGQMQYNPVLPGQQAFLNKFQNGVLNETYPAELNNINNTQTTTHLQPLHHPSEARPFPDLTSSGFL
# Active calls of the source: *; ? = inconclusive; . = no result given.
SMILES,RPL19A TOR yeast,LAP4 TOR yeast,CIT2-GFP yeast,CR mimetic SO,MEP2-GFP yeast,Efflux pump inh,AGP1-GFP MLPCN,AHR activator
Cc1ccc(S(=O)(=O)CCC(=O)Nc2ccc(S(=O)(=O)N(C)C)cc2)cc1,99,100,92,103,104,0.5,101,-2
O=S(=O)(CCN1CCN(C(c2ccccc2)c2ccccc2)CC1)C(F)(F)F,98,122,113,79,97,0.0,90,-2
COc1ccc(C(=O)NCCn2ccc3ccccc32)c(OC)c1,102,104,97,103,104,0.1,104,16
COc1ccccc1NC(=O)C1CCN(S(=O)(=O)c2ccc3c(c2)CC(C)N3C(C)=O)CC1 (stereo not drawn),107,106,110,96,105,-0.1,110,3
COc1ccccc1NC(=O)C1CCN(c2ncccn2)CC1,94,100,.,105,95,0.0,96,-3
CCc1ccccc1NC(=O)CN1CCN(C(=O)C2CCN(C(=O)/C=C/c3ccccc3)CC2)CC1,96,99,96,121,95,0.3,98,6
CC(C)c1nnc(NC(=O)CC23CC4CC(CC(C4)C2)C3)s1,98,101,90,99,100,0.0,96,11
O=C1NC(c2ccccc2)Nc2c1sc(=S)n2-c1ccccc1 (stereo not drawn),96,94,97,121,98,0.3,91,2
Cc1ccc(C)c(CN2CCC(n3nccc3NC(=O)CCCc3ccccc3)CC2)c1,97,68,99,92,80,-0.1,95,-1
CN(C(=O)CN1C(=O)NC(c2ccccc2)(c2ccccc2)C1=O)C1CCS(=O)(=O)C1 (stereo not drawn),101,98,96,82,100,-0.2,107,0
COc1ccc(NC(=O)C2C(c3ccccc3)C2(Cl)Cl)c(OC)c1 (stereo not drawn),103,90,107,94,103,0.0,100,2
CCOC(=O)c1nnn(-c2nonc2N)c1CN(CC)CC,91,87,87,103,89,0.1,86,2
CS(=O)(=O)NNC(=O)C1Cc2c(ccc3ccccc23)O1 (stereo not drawn),100,100,107,82,110,-0.1,97,5
O=C(CC1CCCCC1)NCc1ccco1,91,107,98,110,107,-0.3,99,0
Cn1c(=O)c2[nH]c(N=Nc3ccc(N)cc3N)nc2n(C)c1=O,96,106,88,90,94,0.0,100,5
CCCCCOC(=O)C1=C(C)Nc2nnnn2C1c1ccccc1Cl (stereo not drawn),97,95,91,105,100,-0.2,97,1
O=C(COC(=O)c1cccc(-n2cnnn2)c1)c1ccc(Br)cc1,102,104,111,103,110,-0.1,108,8
Cc1cc(C)n2nc(C(=O)OCC(=O)Nc3ccc4c(c3)OC(F)(F)O4)nc2n1,102,97,101,108,101,-0.1,104,8
O=C(COC(=O)Cc1ccc(Br)cc1)Nc1c(F)c(F)c(F)c(F)c1F,112,92,106,133,106,0.1,105,2
COc1cccc(CN2CCN(c3nc4nonc4nc3N3CCCCC3)CC2=O)c1,98,103,93,109,94,0.1,97,1
COc1ccc(C(=O)C2CCN(C(=O)c3ccc(C)cc3)CC2)cc1,98,105,92,102,99,0.6,96,1
Cc1cc(C)cc(NC(=O)Cn2cc(C=O)c3ccccc32)c1,107,103,99,106,113,0.1,105,.
O=C(OCC(=O)c1c[nH]c2ccccc12)c1cccc(O)c1,95,97,99,104,93,0.6,97,18
Cc1cccc(NC(=O)CCCN2C(=S)NC(C)(C)CC2C)c1C (stereo not drawn),99,99,98,103,95,0.0,104,0
O=C(Nc1ccccc1)OCCCCCOC(=O)Nc1ccccc1,104,97,105,99,111,0.1,101,8
CCOc1ccc(S(=O)(=O)N2CCN(C(=O)c3cc([N+](=O)[O-])ccc3N3CCOCC3)CC2)cc1,95,101,90,102,98,-0.1,100,1
CCOC(=O)CNC(=O)C(CC(C)C)NC(=O)C1CCCCC1 (stereo not drawn),98,107,103,118,101,0.0,102,-3
CC(OC(=O)c1cc(S(=O)(=O)N2CCOCC2)ccc1F)C(=O)NC1CCCCC1C (stereo not drawn),110,108,107,96,107,-0.1,100,20
CCn1cnnc1SCC(=O)NCC1COc2ccccc2O1 (stereo not drawn),90,94,88,81,98,-0.1,91,0
CCOC(=O)c1cnc(/N=C/N(C)C)s1,101,99,98,100,99,0.0,101,2
CC(C)=CC(=O)OCC(=O)Nc1ccccc1Cl,108,110,105,78,111,0.1,102,1
CCC(C)C(=O)OCC1(c2ccc(C)cc2OC(=O)C(C)C)CO1 (stereo not drawn),96,107,94,101,98,-0.1,99,2
Cc1nn2c(-c3ccccn3)ccnc2c1Cl,101,100,103,98,102,-0.1,104,5
COc1ccccc1C(=O)NCCc1c(C)[nH]c2c(C)ccc(F)c12,96,100,96,103,93,-0.1,96,-5
Cc1ccc(NC(=O)CN2c3cccc4cccc(c34)S2(=O)=O)cc1,108,104,102,84,104,-0.3,105,8
CCc1ccc(-c2nc(SCC(=O)NC3CCCC3)n[nH]2)cc1,104,103,99,109,108,0.1,102,30
CC/C(=N\NS(=O)(=O)c1ccc(C)cc1)c1ccco1,100,90,96,104,100,-0.5,93,0
CCOCc1nnc(NC(=O)C2CCN(C(=O)c3ccco3)CC2)s1,96,99,92,97,102,-0.1,91,3
COc1cc(-c2nc3n(c(=O)c2C#N)CCS3)cc(OC)c1OC,105,100,104,86,111,0.1,102,9
CCCn1c(SCc2cc(=O)oc3ccc4ccccc4c23)n[nH]c1=O,96,87,100,93,100,-0.1,97,16
Fc1cccc2sc(Nc3nc4c(F)cccc4s3)nc12,102,101,90,94,93,-0.3,135,34
Nc1c(Cl)ncnc1NCc1cccnc1,102,107,109,80,114,-0.1,101,4
Cc1c(C)n(Cc2ccc(F)cc2)c2ccc(C(=O)NCCN3CCOCC3)cc12,99,90,107,111,104,0.1,102,3
O=C(Nc1cccc([N+](=O)[O-])c1)c1cc(S(=O)(=O)N2CCOCC2)cs1,100,95,101,114,97,-1.3,103,12
COc1cccc(CN2CCNC(=O)C2CC(=O)NCc2cn3ccccc3n2)c1OC (stereo not drawn),95,90,102,89,100,0.0,102,0
O=c1c2ccccc2nnn1CSc1nc2ccccc2c(=O)n1Cc1ccco1,94,117,95,109,103,0.1,111,4
O=C(NCCc1ccccc1)C(=O)NC1CCCCC1,99,96,107,101,100,-0.1,104,0
COc1cccc(CN2CCN(CC#Cc3ccccc3)CC2CCO)c1 (stereo not drawn),109,99,103,101,103,-0.1,105,.
CCOC(=O)c1oc2ccc(Br)cc2c1COC(=O)C1=COCCO1,96,109,93,107,96,0.2,94,2
CCCCCC(=O)NC(=S)Nc1ccc(NC(=O)c2ccco2)cc1,107,93,102,95,98,-0.6,99,3
C=CCNC(=O)/C(=C\C=C\c1ccccc1)NC(=O)c1ccccc1Cl,103,87,106,89,100,-0.6,97,11
Cc1ccc(SSc2cc(C)ccc2N)c(N)c1,99,131,101,90,82,0.0,88,58*
Cc1ccc(S(=O)(=O)NCC2CCC(C(=O)NCc3ccccn3)CC2)cc1 (stereo not drawn),97,99,97,75,99,0.0,96,1
CCOCc1c(C(=O)Nc2ccc3nc(N4CCOCC4)sc3c2)oc2ccccc12,95,110,87,91,101,0.7,90,37
CS(=O)(=O)N(Cc1cccc(CN(C(C(=O)O)c2ccccc2)S(C)(=O)=O)c1)C(C(=O)O)c1ccccc1 (stereo not drawn),96,129,82,112,89,-0.1,84,-1
O=C(Nc1ccccc1F)c1cc2nc(C(F)F)cc(C(F)F)n2n1,97,102,106,93,99,-0.1,94,-6
COc1ccccc1-c1nc2ccc(Cl)cc2c(=O)n1O,104,96,104,102,98,0.0,111,2
O=C(COC(=O)CC1c2ccccc2CCN1S(=O)(=O)c1ccc(F)cc1)Nc1ccccc1 (stereo not drawn),96,89,97,106,105,-0.1,93,-3
COc1ccc(NS(=O)(=O)c2ccc(C(=O)NCC3(N4CCOCC4)CCCCC3)cc2)cc1,103,95,115,99,111,0.5,107,-2
COc1cccc(NC(=O)C2CC2(c2cccc(OC)c2)c2cccc(OC)c2)c1 (stereo not drawn),107,111,111,95,102,0.0,104,16

# In the list so far, 7 have a Cl atom:
SMILES,RPL19A TOR yeast,LAP4 TOR yeast,CIT2-GFP yeast,CR mimetic SO,MEP2-GFP yeast,Efflux pump inh,AGP1-GFP MLPCN,AHR activator
COc1ccc(NC(=O)C2C(c3ccccc3)C2(Cl)Cl)c(OC)c1 (stereo not drawn),103,90,107,94,103,0.0,100,2
CCCCCOC(=O)C1=C(C)Nc2nnnn2C1c1ccccc1Cl (stereo not drawn),97,95,91,105,100,-0.2,97,1
CC(C)=CC(=O)OCC(=O)Nc1ccccc1Cl,108,110,105,78,111,0.1,102,1
Cc1nn2c(-c3ccccn3)ccnc2c1Cl,101,100,103,98,102,-0.1,104,5
Nc1c(Cl)ncnc1NCc1cccnc1,102,107,109,80,114,-0.1,101,4
C=CCNC(=O)/C(=C\C=C\c1ccccc1)NC(=O)c1ccccc1Cl,103,87,106,89,100,-0.6,97,11
COc1ccccc1-c1nc2ccc(Cl)cc2c(=O)n1O,104,96,104,102,98,0.0,111,2

# The list goes on.
SMILES,RPL19A TOR yeast,LAP4 TOR yeast,CIT2-GFP yeast,CR mimetic SO,MEP2-GFP yeast,Efflux pump inh,AGP1-GFP MLPCN,AHR activator
COc1ccc(O)c(C=Nc2cc(NC(C)=O)c(Cl)cc2Cl)c1,94,89,95,88,97,-0.6,90,1
CC1CC(C)CN(CCCNC(=O)c2ccc(N3CCCC3=O)cc2)C1 (stereo not drawn),103,95,101,104,100,-0.2,100,2
CC(=O)Nc1ccc(S(=O)(=O)Nc2ccc(C(=O)NCC(=O)O)cc2)cc1,93,75,92,103,?,-0.1,90,1
CC(C)(C)C1=Nn2c(nnc2-c2ccccn2)SC1,95,92,85,74,97,0.1,90,4
C(=C\c1ccccc1)/C=N/Nc1nc2ccccc2s1,98,108,90,100,100,-0.1,94,35
COc1ccc(Cn2cnc([N+](=O)[O-])c2)cc1[N+](=O)[O-],100,111,96,127,97,0.0,101,-1
COc1cc(OC)cc(C(=O)N[C@H](C(=O)OCC(=O)Nc2ccc(C(N)=O)cc2)C(C)C)c1,104,94,104,89,104,0.0,103,0
Cc1ccc(NC(=O)NCCc2ccc(S(N)(=O)=O)cc2)cc1,96,95,95,107,102,-0.1,97,-1
